High-throughput results from PubChem BioAssay.
PfG6PD inh: PfG6PD enzyme inhibitors, primary screen, biochemical, fluorescence intensity, uHTS; glucose-6-phosphate dehydrogenase-6-phosphogluconolactonase (Plasmodium falciparum 3D7); PfGluPho enzyme, NADPH resazurin-diaphorase fluorescence; inhibition, % at 20 µM; 350,000 compounds, 0.78% hits;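 active = inhibition reaching at least a set limit at 20 µM in the primary screen, cut at about 59% in these data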;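 also: 0% = DMSO wells with substrate and 100% = DMSO wells lacking glucose-6-phosphate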
SENP8 block-1: SENP8 protease inhibitors, primary screen, biochemical, luminescence; Sentrin-specific protease 8 (Homo sapiens), Q96LD8; inhibition, % at 10 µM; AID 2540, 2010; purified SENP8, Z-RLRGG-aminoluciferin cleavage; 330,000 compounds, 1.2% hits; in the data active = inhibition above about 50%
Apaf-1 inh: inhibitors of human Apaf-1 apoptosome, primary screen, biochemical, DEVD-Rh110 fluorescence, uHTS | AID 489030, 2010 | inhibition, % at 20 µM | 330,000 compounds, 0.71% hits | reconstituted apoptosome caspase-3 activity; active = inhibition of at least 40% at 20 µM;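 also: plate controls were DMSO wells for no effect and DEVD-CHO caspase inhibitor wells for full effect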
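System: Apoptosome proteins | Medium: Hepes pH 7.5 with detergent and BSA | Also added: Cytochrome c trigger plus (Z-DEVD)2-Rh110 caspase-3 substrate | Incubation: 30 min compound preincubation, 50 min activation, room temperature | Detection: Rhodamine 110 fluorescence at Ex 480/Em 540 nm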
NALP3 yeast inh: NALP3 inflammasome inhibitors in reconstituted yeast, primary screen, luminescence, uHTS. Yeast reconstituted NLRP3/ASC/caspase-1, beta-gal luminescence, 24 h. inhibition, % at 10 µM. 330,000 compounds, 0.39% hits. AID 2825, 2010;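 active = inhibition of 50% or more; inactive = inhibition below 50%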;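 also: plate controls were induced DMSO wells for no effect and uninduced yeast grown without galactose for full effect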
HKDC1 inhibitor: HKDC1 hexokinase inhibitors, primary screen, biochemical, fluorescence, uHTS; Q2TB90; recombinant HKDC1, G6PDH/diaphorase resazurin coupled fluorescence; inhibition, % at 20 µM; 340,000 compounds, 0.16% hits; AID 493160, 2011;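 active = inhibition above about 35% when tested at 20 µM, limit read from the data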;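 also: plate controls were DMSO wells with enzyme for no effect and DMSO wells lacking enzyme for full effect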
Target sequence (Q2TB90 whole entry, looked up): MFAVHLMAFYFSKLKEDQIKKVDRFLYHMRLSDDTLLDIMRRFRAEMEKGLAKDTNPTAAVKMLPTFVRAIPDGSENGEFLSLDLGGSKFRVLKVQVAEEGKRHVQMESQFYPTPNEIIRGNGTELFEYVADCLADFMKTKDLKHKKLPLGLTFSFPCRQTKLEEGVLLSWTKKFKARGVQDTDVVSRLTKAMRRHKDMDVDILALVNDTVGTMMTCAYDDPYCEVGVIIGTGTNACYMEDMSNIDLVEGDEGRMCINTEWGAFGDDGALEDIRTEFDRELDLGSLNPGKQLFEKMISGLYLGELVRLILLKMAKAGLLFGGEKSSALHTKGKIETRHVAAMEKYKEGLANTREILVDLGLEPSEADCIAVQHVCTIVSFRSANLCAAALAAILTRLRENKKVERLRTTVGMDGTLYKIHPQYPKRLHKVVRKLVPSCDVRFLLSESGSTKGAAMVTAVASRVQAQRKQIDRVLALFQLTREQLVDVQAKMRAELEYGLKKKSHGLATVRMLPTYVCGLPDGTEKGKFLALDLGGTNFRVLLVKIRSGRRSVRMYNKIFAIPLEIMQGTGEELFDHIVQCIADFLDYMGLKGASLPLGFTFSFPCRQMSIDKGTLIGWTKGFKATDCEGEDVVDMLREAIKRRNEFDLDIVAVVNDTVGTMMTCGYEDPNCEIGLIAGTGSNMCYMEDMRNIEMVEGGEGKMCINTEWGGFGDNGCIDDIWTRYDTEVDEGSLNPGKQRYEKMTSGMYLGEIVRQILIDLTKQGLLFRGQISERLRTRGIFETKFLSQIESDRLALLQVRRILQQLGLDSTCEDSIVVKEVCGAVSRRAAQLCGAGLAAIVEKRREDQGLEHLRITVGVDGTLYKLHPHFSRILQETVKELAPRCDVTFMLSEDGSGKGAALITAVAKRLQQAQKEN
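Assay system: in-house recombinant HK5 (HKDC1) enzyme. Input: HKDC1 at 5 µg/mL. Medium: Tris pH 8.0 buffer with MgCl2, Tween-20, BSA, BME. Dosing: single 20 µM dose. Schedule: 90 min reaction incubation at room temperature, dark. Signal: resazurin-to-resorufin fluorescence via G6PDH and diaphorase coupling, 525/613 nm. Controls: DMSO-enzyme wells negative, buffer-substituted wells positive.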
SENP6 block: SENP6 protease inhibitors, primary screen, biochemical, luminescence, uHTS; inhibition, % at 10 µM; Recombinant SENP6 catalytic domain, aminoluciferin luminescence; 330,000 compounds, 1.8% hits; Sentrin-specific protease 6 (Homo sapiens), Q9GZR1;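 active = inhibition above about 50% at the single tested dose, limit read from the data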;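 also: plate controls were DMSO wells with enzyme for no effect and DMSO wells lacking enzyme for full effect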
SENP7 block: SENP7 protease inhibitors, primary screen, biochemical, luminescence, uHTS. inhibition, % at 5 µM. 330,000 compounds, 1.5% hits. recombinant SENP7, Z-RLRGG-aminoluciferin luminescence, 40 min. Sentrin-specific protease 7 (Homo sapiens), Q9BQF6;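 active = inhibition above about 50% at the single test dose, limit read from the data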;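 also: plate controls were DMSO with enzyme for no effect and no enzyme buffer wells for full effect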
SENP1 FRET inh: human SENP1 catalytic domain inhibitors, primary screen, biochemical, FRET, uHTS | Sentrin-specific protease 1 (Homo sapiens), Q9P0U3 | inhibition, % at 10 µM | recombinant SENP1 catalytic domain, CyPet-SUMO1-YPet FRET cleavage | 360,000 compounds, 0.21% hits;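 active = inhibition at least 30% at 10 µM, raw YFP signal under a set limit, fluorescence ratio 0.5 to 1.5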;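 also: 0% = enzyme with DMSO and 100% = no enzyme wells; some results filed as inactive read as strong as hits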
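Assay system – human recombinant His6-tagged SENP1 catalytic domain enzyme · Input – SENP1 enzyme, 20 pM final · Buffer or medium – Tris pH 8 buffer plus EDTA, NaCl, BME, BSA, NP40, catalase · Schedule – 50 min reaction at room temperature · Technique – FRET read of cyan and yellow fluorescence · Control set – no-enzyme wells low, DMSO-plus-enzyme wells high control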
SENP8 block-2: human SENP8 protease inhibitors, primary screen, biochemical, fluorescence, Nedd8 protein substrate, uHTS; Sentrin-specific protease 8 (Homo sapiens), Q96LD8; recombinant SENP8; inhibition, % at 20 µM; 360,000 compounds, 0.64% hits; AID 602440, 2012; in the data active = inhibition mostly above about 40%, no sharp cut-off; inactive = mostly below about 27%
* = called active by the depositor. An unsorted share of the library; about 4.1% have a hit in one of these screens.

Results for CCN(C(=O)C1CSC2(C)CCC(=O)N12)c1nc2c(C)cccc2s1 (stereo not given) ?
PfG6PD inh: 1; SENP8 block-1: -4; Apaf-1 inh: -7; NALP3 yeast inh: 42; HKDC1 inhibitor: -6; SENP6 block: -14; SENP7 block: -9; SENP1 FRET inh: 2; SENP8 block-2: 14

What do the screens show for `O=C(CSc1nc(-c2ccccc2)cc(C(F)(F)F)n1)c1cccc([N+](=O)[O-])c1`?
PfG6PD inh: 30; SENP8 block-1: -4; Apaf-1 inh: -2; NALP3 yeast inh: 11; HKDC1 inhibitor: -5; SENP6 block: 8; SENP7 block: -4; SENP1 FRET inh: 2; SENP8 block-2: 2

What do the screens show for `CC(=O)Nc1ccc(NC(=O)CSc2nnc(CC(C)O)n2-c2ccccc2)cc1` (stereo not given)?
PfG6PD inh: 2; SENP8 block-1: 9; Apaf-1 inh: 2; NALP3 yeast inh: 18; HKDC1 inhibitor: -7; SENP6 block: -16; SENP7 block: -4; SENP1 FRET inh: -1; SENP8 block-2: 4

Results for C=CCn1c(=S)[nH]c2sc3c(c2c1=O)CCC3 ?
PfG6PD inh: 18; HKDC1 inhibitor: 4; SENP1 FRET inh: -2; SENP8 block-2: -13

What do the screens show for `COc1ccccc1N1CCN(C(=O)C2CCN(S(=O)(=O)c3ccc4c(c3)CC(C)N4C(=O)C3CC3)CC2)CC1` (stereo not given)?
PfG6PD inh: 4; SENP8 block-1: 4; Apaf-1 inh: 18; NALP3 yeast inh: 9; HKDC1 inhibitor: 1; SENP6 block: 7; SENP7 block: -2; SENP1 FRET inh: 2; SENP8 block-2: 15

Results for COC(=O)c1ccccc1NC(=O)C/C(C)=N/NC(=O)Cc1ccc(Cl)cc1 ?
SENP8 block-1: -5; Apaf-1 inh: 7; NALP3 yeast inh: 27; SENP6 block: -12; SENP7 block: -1; SENP1 FRET inh: 4; SENP8 block-2: -20

Results for Cc1cccc(C)c1NC(=O)CSc1nc(-c2ccco2)cc(C(F)(F)F)n1 ?
PfG6PD inh: -33; SENP8 block-1: -5; Apaf-1 inh: -9; NALP3 yeast inh: 17; HKDC1 inhibitor: 6; SENP6 block: -9; SENP7 block: 8; SENP1 FRET inh: -2; SENP8 block-2: -13

What do the screens show for `CCc1ccc(NC(=O)C(CC)c2ccccc2)cc1` (stereo not given)?
PfG6PD inh: 13; SENP8 block-1: -6; Apaf-1 inh: 18; NALP3 yeast inh: 14; HKDC1 inhibitor: 10; SENP6 block: 3; SENP7 block: -3; SENP1 FRET inh: 2; SENP8 block-2: 21

How did O=C(Nc1cccc(Cl)c1N1CCOCC1)c1cccs1 do in these assays?
PfG6PD inh: -16; SENP8 block-1: -7; Apaf-1 inh: -4; NALP3 yeast inh: 11; HKDC1 inhibitor: 1; SENP6 block: 2; SENP7 block: -4; SENP1 FRET inh: 2; SENP8 block-2: 4

Results for O=C(CN1C(=O)/C(=C/c2ccccc2)SC1=S)NNC(=O)c1ccccc1O ?
PfG6PD inh: -60; SENP8 block-1: -5; Apaf-1 inh: 6; NALP3 yeast inh: 16; HKDC1 inhibitor: 12; SENP6 block: -6; SENP7 block: -1; SENP1 FRET inh: 1; SENP8 block-2: 5

How did COc1ccc(CNC(=O)CN2C(=O)NC(Cc3ccccc3)(c3ccccc3)C2=O)cc1OC (stereo not given) do in these assays?
PfG6PD inh: 3; SENP8 block-1: -13; Apaf-1 inh: 4; NALP3 yeast inh: 3; HKDC1 inhibitor: -2; SENP6 block: -14; SENP7 block: -5; SENP1 FRET inh: 3; SENP8 block-2: 6

Results for COc1ccccc1C(=O)N/C(=C/c1ccc(Br)cc1)C(=O)N1CCCC1 ?
PfG6PD inh: -29; SENP8 block-1: 1; Apaf-1 inh: 12; NALP3 yeast inh: 13; HKDC1 inhibitor: -27; SENP6 block: 11; SENP7 block: 0; SENP1 FRET inh: 1; SENP8 block-2: 11

What do the screens show for `CC(C)CCNC(=O)C12CN(Cc3ccccc3)CC1C(c1cccc([N+](=O)[O-])c1)=NO2` (stereo not given)?
PfG6PD inh: 4; SENP8 block-1: -1; Apaf-1 inh: 18; NALP3 yeast inh: 12; HKDC1 inhibitor: -6; SENP6 block: 3; SENP7 block: -1; SENP1 FRET inh: 1; SENP8 block-2: 10

What do the screens show for `Cc1c(O)nc(SCC(=O)Nc2nccs2)n(-c2ccccc2F)c1=O`?
PfG6PD inh: 12; SENP8 block-1: -6; Apaf-1 inh: -9; NALP3 yeast inh: 7; HKDC1 inhibitor: -4; SENP6 block: -2; SENP7 block: 0; SENP1 FRET inh: -2; SENP8 block-2: 1

How did COc1ccc(NS(=O)(=O)c2cc(NC(=O)CC3CCCC3)ccc2N2CCOCC2)cc1 do in these assays?
PfG6PD inh: 5; SENP8 block-1: 4; Apaf-1 inh: -3; NALP3 yeast inh: 15; HKDC1 inhibitor: -1; SENP6 block: -3; SENP7 block: 5; SENP1 FRET inh: 3; SENP8 block-2: 9

How did O=C(NC1CCS(=O)(=O)C1)c1cccc(S(=O)(=O)N2CCCCCC2)c1 (stereo not given) do in these assays?
PfG6PD inh: 9; SENP8 block-1: 2; Apaf-1 inh: 1; NALP3 yeast inh: 20; HKDC1 inhibitor: 2; SENP6 block: 16; SENP7 block: 6; SENP1 FRET inh: 0; SENP8 block-2: 2

Results for COc1ccc(C(=O)NC(=S)N2CCNC(=O)C2CC(=O)OC(C)C)cc1 (stereo not given) ?
PfG6PD inh: 5; SENP8 block-1: -8; Apaf-1 inh: -1; NALP3 yeast inh: 16; HKDC1 inhibitor: -6; SENP6 block: -5; SENP7 block: -4; SENP1 FRET inh: 0; SENP8 block-2: -6

How did CCCC(=Nc1ccccc1)C1=C(O)C(C(=O)OC)C(C)(C)CC1=O (stereo not given) do in these assays?
PfG6PD inh: -4; SENP8 block-1: -7; Apaf-1 inh: -3; NALP3 yeast inh: -10; HKDC1 inhibitor: 10; SENP6 block: -22; SENP7 block: 2; SENP1 FRET inh: 6; SENP8 block-2: 12

Results for CCOC(=O)C1CCN(C(=S)Nc2ccc(C)cc2)CC1 ?
PfG6PD inh: -5; SENP8 block-1: 1; Apaf-1 inh: -3; NALP3 yeast inh: 11; HKDC1 inhibitor: 12; SENP6 block: 23; SENP7 block: -1; SENP1 FRET inh: 1; SENP8 block-2: 8

What do the screens show for `O=C(Nc1c[nH]c(=O)[nH]c1=O)c1ccc([N+](=O)[O-])cc1`?
PfG6PD inh: -1; SENP8 block-1: -1; Apaf-1 inh: -3; NALP3 yeast inh: 1; HKDC1 inhibitor: 4; SENP6 block: -33; SENP7 block: 3; SENP1 FRET inh: -8; SENP8 block-2: 9

Taken from the entries so far for reference:
Results for COc1ccccc1C(=O)N/C(=C/c1ccc(Br)cc1)C(=O)N1CCCC1 ?
PfG6PD inh: -29; SENP8 block-1: 1; Apaf-1 inh: 12; NALP3 yeast inh: 13; HKDC1 inhibitor: -27; SENP6 block: 11; SENP7 block: 0; SENP1 FRET inh: 1; SENP8 block-2: 11

What do the screens show for `CC(C)CCNC(=O)C12CN(Cc3ccccc3)CC1C(c1cccc([N+](=O)[O-])c1)=NO2` (stereo not given)?
PfG6PD inh: 4; SENP8 block-1: -1; Apaf-1 inh: 18; NALP3 yeast inh: 12; HKDC1 inhibitor: -6; SENP6 block: 3; SENP7 block: -1; SENP1 FRET inh: 1; SENP8 block-2: 10

What do the screens show for `Cc1c(O)nc(SCC(=O)Nc2nccs2)n(-c2ccccc2F)c1=O`?
PfG6PD inh: 12; SENP8 block-1: -6; Apaf-1 inh: -9; NALP3 yeast inh: 7; HKDC1 inhibitor: -4; SENP6 block: -2; SENP7 block: 0; SENP1 FRET inh: -2; SENP8 block-2: 1

(next part)
Results for O=C(Cc1c(O)c2ccccc2[nH]c1=O)N(Cc1ccccc1)Cc1ccccc1 ?
PfG6PD inh: -17; SENP8 block-1: 5; Apaf-1 inh: 0; NALP3 yeast inh: -3; HKDC1 inhibitor: 7; SENP6 block: 2; SENP7 block: 7; SENP1 FRET inh: -1; SENP8 block-2: -7

What do the screens show for `OCC[C@H]1C[C@H](O)[C@@H](O)[C@]2(CCCc3ccccc3O2)O1`?
PfG6PD inh: 7; SENP8 block-1: -12; Apaf-1 inh: -5; NALP3 yeast inh: 16; HKDC1 inhibitor: 5; SENP6 block: 3; SENP7 block: 4; SENP1 FRET inh: -1; SENP8 block-2: 23

What do the screens show for `CCOC(=O)N1CCN(C(=O)CCC(=O)N2CCOc3ccc(C)cc32)CC1`?
PfG6PD inh: -14; SENP8 block-1: -3; Apaf-1 inh: 3; NALP3 yeast inh: 13; HKDC1 inhibitor: -4; SENP6 block: -5; SENP7 block: 6; SENP1 FRET inh: 3; SENP8 block-2: 30

What do the screens show for `COc1cc(C(=O)N2CCC(NC(=O)C(Cc3ccccc3)NC(C)=O)CC2)cc(OC)c1OC` (stereo not given)?
PfG6PD inh: 0; SENP8 block-1: -1; Apaf-1 inh: 0; NALP3 yeast inh: 4; HKDC1 inhibitor: -8; SENP6 block: -19; SENP7 block: 7; SENP1 FRET inh: -1; SENP8 block-2: 7

How did Cc1c(NC(=O)c2ccc(N3C(=O)C4C5C=CC(C5)C4C3=O)cc2)c(=O)n(-c2ccccc2)n1C (stereo not given) do in these assays?
PfG6PD inh: -10; SENP8 block-1: 0; Apaf-1 inh: -1; NALP3 yeast inh: -6; HKDC1 inhibitor: -4; SENP6 block: -8; SENP7 block: -5; SENP1 FRET inh: 3; SENP8 block-2: 18
